# BLM inh = inhibitors of human Bloom syndrome helicase BLM; Potency, µM (highest dose often 56.1 µM), for the others: at the highest dose activity change, negative = inhibition, usual class: inhibitors; recombinant BLM DNA unwinding, fluorescence dequenching; AID 2528; P54132; 0.2% of 350,000 active;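 further: potency means the concentration at half of the fitted maximal effect; plate controls were vehicle for no effect and no enzyme for full effect; nearly all actives have a fitted effect of over 35% in size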
# Anesthetic bind = candidate novel general anesthetic via apoferritin binding | P02791 | apoferritin/1-aminoanthracene competitive binding, fluorescence | Potency, µM (titrated, usually from 77.5 µM), for the others: at the top dose activity change, negative = displacement, usual class: inhibitors | 0.074% of 350,000 active | AID 485281; further: potency means the concentration at half of the fitted maximal effect; on the % scale 0 is the no-effect control and ±100 the full control effect; nearly all actives have a fitted effect of over 20% in size
# Target sequence (P02791 2-175 limits assumed): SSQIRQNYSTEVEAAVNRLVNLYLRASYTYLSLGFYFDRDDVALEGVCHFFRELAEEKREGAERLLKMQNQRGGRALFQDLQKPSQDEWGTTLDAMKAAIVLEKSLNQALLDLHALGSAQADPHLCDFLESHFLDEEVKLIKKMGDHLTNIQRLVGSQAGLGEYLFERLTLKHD
#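 Horse-spleen apoferritin (10 uM) was mixed with 50% saturated 1-aminoanthracene in PBS, exposed to compounds for 10 min at room temperature, and read for fluorescence (ex 380 nm, em 535 nm). Competitive displacement was fitted with a four-parameter Hill equation.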
# Tb PGK inh = inhibitors of T. brucei phosphoglycerate kinase. PGK/GAPDH coupled, Kinase-Glo luminescence, 60 min. Potency, µM (series often up to 57.5 µM), without a hit: at the top dose activity change, negative = inhibition, usual class: inhibitors. 0.043% of 380,000 active. AID 602233; further: potency means the concentration at half of the fitted maximal effect; on the % scale 0 is the no-effect control and ±100 the full control effect; nearly all actives have a fitted effect of over 60% in size
#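 Luminescent ATP detection (Kinase-Glo Plus) follows a 60-minute room-temperature incubation, with wells lacking PGK as controls. Buffer: 100 mM TEA (pH 7.6), 5 mM MgCl2, 0.01% Tween-20. Coupling enzyme GAPDH (100 nM final) supplies unstable 1,3-BPG in-well.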
# POLK inh = blocks human DNA polymerase kappa activity; 0.53% of 400,000 active; purified Pol kappa, fluorescent DNA synthesis assay, 10 min; Potency, µM (doses to about 107 µM), without a hit: at the highest dose activity, negative = inhibition, hits mostly inhibitors; Q9UBT6; further: potency means the concentration at half of the fitted maximal effect; on the % scale 0 is the no-effect control and ±100 the full control effect
# Target sequence (Q9UBT6 whole entry, looked up): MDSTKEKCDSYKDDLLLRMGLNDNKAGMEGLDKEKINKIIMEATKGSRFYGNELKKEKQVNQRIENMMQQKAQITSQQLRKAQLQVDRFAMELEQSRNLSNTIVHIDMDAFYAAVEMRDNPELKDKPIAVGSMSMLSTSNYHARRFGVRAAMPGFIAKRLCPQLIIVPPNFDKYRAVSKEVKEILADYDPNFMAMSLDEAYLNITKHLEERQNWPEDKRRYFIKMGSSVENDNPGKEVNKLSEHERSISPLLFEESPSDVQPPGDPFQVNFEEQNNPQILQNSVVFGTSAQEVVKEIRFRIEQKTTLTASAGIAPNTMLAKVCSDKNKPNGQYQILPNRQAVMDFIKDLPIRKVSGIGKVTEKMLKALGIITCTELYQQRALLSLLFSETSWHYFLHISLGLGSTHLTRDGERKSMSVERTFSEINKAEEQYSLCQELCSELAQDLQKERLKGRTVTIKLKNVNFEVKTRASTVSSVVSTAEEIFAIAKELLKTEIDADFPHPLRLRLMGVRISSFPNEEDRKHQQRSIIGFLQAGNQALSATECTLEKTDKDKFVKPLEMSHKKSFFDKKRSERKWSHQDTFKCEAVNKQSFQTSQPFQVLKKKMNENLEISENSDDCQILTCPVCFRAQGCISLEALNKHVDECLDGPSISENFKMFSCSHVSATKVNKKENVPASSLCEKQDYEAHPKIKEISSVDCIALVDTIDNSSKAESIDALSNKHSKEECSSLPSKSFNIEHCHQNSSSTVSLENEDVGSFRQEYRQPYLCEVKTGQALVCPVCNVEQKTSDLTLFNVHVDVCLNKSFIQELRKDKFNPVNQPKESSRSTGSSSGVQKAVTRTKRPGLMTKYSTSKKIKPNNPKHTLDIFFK
#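 Pol kappa 10 nM + cpd, 15 min RT; start w/ substrate 50 nM final; fluorescence kinetic read, 0 and 10 min. Neg ctrl: buffer, no enzyme.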
# POLB inh = DNA polymerase beta (human) inhibition. Pol beta primer extension/strand displacement, fluorescence kinetic. 1.3% of 340,000 active. Potency, µM (highest dose often 114 µM), without a hit: at the top dose activity change, negative = inhibition, hits mostly inhibitors. P06746. AID 485314; further: potency means the concentration at half of the fitted maximal effect; on the % scale 0 is the no-effect control and ±100 the full control effect
#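 Values derive from four-parameter Hill fits of normalized kinetic data: reads at 0 and 10 min following addition of 50 nM substrate to 10 nM Pol beta preincubated 15 min with compound.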
# Pol eta inh = DNA polymerase eta (human) inhibition. Q9Y253. recombinant Pol eta, fluorescent DNA replication assay. Potency, µM (doses to about 114 µM), inactives show at the top dose activity change, negative = inhibition, actives largely listed as inhibitors. 1.2% of 390,000 active; further: potency means the concentration at half of the fitted maximal effect; on the % scale 0 is the no-effect control and ±100 the full control effect
#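 Pol eta at 10 nM preincubated with compounds 15 min at room temperature; reaction started with fluorescent substrate (50 nM final) and read kinetically at 0 and 10 min.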
# APEX1 inh = inhibitors of human APE1 endonuclease | P27695 | Potency, µM (titrated, usually from 65.8 µM), without a hit: at the highest dose activity change, negative = inhibition, usual class: inhibitors | 0.35% of 350,000 active | recombinant APE1, TAMRA/BHQ-2 abasic DNA cleavage fluorescence;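 further: potency means the concentration at half of the fitted maximal effect; plate controls were vehicle for no effect and reference inhibitor for full effect; nearly all actives have a fitted effect of over 55% in size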
#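 Enzyme (0.75 nM final) and test compound are incubated 15 min at room temperature before adding 50 nM quenched THF abasic-site duplex. Cleavage dequenches TAMRA, followed at 525/598 nm over three reads one minute apart.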
# POLI inh = inhibitors of human DNA polymerase iota. Q9UNA4. Pol iota fluorescent replication assay, 10 min. Potency, µM (titrated, usually from 115 µM), without a hit: at the highest dose activity, negative = inhibition, usual class: inhibitors. 1% of 390,000 active; further: potency means the concentration at half of the fitted maximal effect
#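 Fluorescent replication assay read twice, at 0 min and 10 min after adding 50 nM (final) substrate. Enzyme (10 nM) and compounds were first incubated 15 min at room temperature; enzyme-free buffer wells were negative controls.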
# RXFP1 antag = antagonists of human relaxin receptor RXFP1. AID 1259400. activity change, negative = inhibition, % at 57.5 µM. 0.59% of 350,000 active. HEK293-RXFP1, relaxin-stimulated cAMP HTRF, 30 min; hits give low values. Q9HBX9;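 active means activity change of -60% or lower, but not beyond a set lower limit; inconclusive means change between -60% and -40%, or beyond the set limit; inactive means change above -40%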; further: on the % scale 0 is the no-effect control and ±100 the full control effect
# * = called active by the depositor; i = inactive; ? = inconclusive; . = not tested or not shown; & = joins results of further samples; [ ] = another dose, or the depositor's remark. Unless noted, the call rests on the fitted dose curve; in most records, active means well fitted curve in the direction sought with a large enough effect; inconclusive means small, poorly fitted or top-dose-only effect, or another doubt; inactive means no such curve, though single readings can be large; an effect the other way counts as inactive or inconclusive.
# Start of the listing, in advance, 13 compounds:
# Order of results: BLM inh | Anesthetic bind | Tb PGK inh | POLK inh | POLB inh | Pol eta inh | APEX1 inh | POLI inh | RXFP1 antag
COC(=O)CCC(NC(=O)OCc1ccccc1)C(=O)NC(CC(C)C)C(=O)OC (stereo not given)
    0% | -11% | -5% | -11% | 4% | -5% | 1% | 5% | -1
CN(C)CCCNC(=O)COc1ccc(Br)cc1Cl
    -10% | 1% | -6% | -15% | 37% | -17% | 18% | 13% | 2
Cc1cccc(NC(=O)c2cc(-c3ccco3)nc3ccccc23)n1
    -5% | 42%[activator] | i | -4% | 20% | -17% | -3% | -6% | .
Cc1nn(-c2ccccc2)c(C)c1NC(=O)COc1cc(F)ccc1[N+](=O)[O-]
    . | . | i | -7% | . | -27% | -3% | 30% | -30
O=C(O)C1CCCCC1C(=O)Nc1ccccc1Nc1ccccc1 (stereo not given)
    -3% | -9% | 0% | -3% | 11% | -6% | 10% | -2% | 4
O=C(OCC(=O)C12CC3CC(CC(C3)C1)C2)c1cnccn1
    -1% | ? | 4% | -12% | 5% | -9% | -3% | 11% | -8
O=C(O)C1Sc2[nH]c(=O)sc2C2c3cc(Cl)ccc3OC(=O)C12 (stereo not given)
    2% | -14% | 1% | -37% | 1% | 0% | 2% | -20% | -8
CCOC(=O)C(=O)Nc1sc(C(=O)N2CCOCC2)c(C)c1C#N
    -1% | -6% | -7% | -1% | 32% | 3% | -2% | 29% | -31
CCOc1ccc2oc(C(=O)OCC(=O)NCC3CCCO3)c(C)c2c1 (stereo not given)
    . | . | 3% | -7% | . | -19% | -25% | 57%[activator] | -2
COc1ccc(/C=C(/C(=O)NCc2ccccc2)c2ccccc2)cc1
    -16% | -18% | -8% | -9% | -1% | -8% | 2% | -19% | 0
COc1ccc2cc(-c3ccccc3F)ncc2c1
    . | . | -13% | 0% | . | -2% | 10% | 1% | .
CC(=O)c1c(C)[nH]c(C(=O)CSc2nc3ccc(C)cc3[nH]2)c1C
    -10% | -1% | -5% | -9% | -4% | ? | -9% | 7% | ?
CC1CN(S(=O)(=O)c2ccc(C(=O)Nc3ccc(S(=O)(=O)Nc4nccs4)cc3)cc2)CC(C)O1 (stereo not given)
    -3% | -6% | -5% | -4% | -16% | -20% | -11% | 39% | -9

# Results, from the first entry:
# Order of results: BLM inh | Anesthetic bind | Tb PGK inh | POLK inh | POLB inh | Pol eta inh | APEX1 inh | POLI inh | RXFP1 antag
COC(=O)CCC(NC(=O)OCc1ccccc1)C(=O)NC(CC(C)C)C(=O)OC (stereo not given)
    0% | -11% | -5% | -11% | 4% | -5% | 1% | 5% | -1
CN(C)CCCNC(=O)COc1ccc(Br)cc1Cl
    -10% | 1% | -6% | -15% | 37% | -17% | 18% | 13% | 2
Cc1cccc(NC(=O)c2cc(-c3ccco3)nc3ccccc23)n1
    -5% | 42%[activator] | i | -4% | 20% | -17% | -3% | -6% | .
Cc1nn(-c2ccccc2)c(C)c1NC(=O)COc1cc(F)ccc1[N+](=O)[O-]
    . | . | i | -7% | . | -27% | -3% | 30% | -30
O=C(O)C1CCCCC1C(=O)Nc1ccccc1Nc1ccccc1 (stereo not given)
    -3% | -9% | 0% | -3% | 11% | -6% | 10% | -2% | 4
O=C(OCC(=O)C12CC3CC(CC(C3)C1)C2)c1cnccn1
    -1% | ? | 4% | -12% | 5% | -9% | -3% | 11% | -8
O=C(O)C1Sc2[nH]c(=O)sc2C2c3cc(Cl)ccc3OC(=O)C12 (stereo not given)
    2% | -14% | 1% | -37% | 1% | 0% | 2% | -20% | -8
CCOC(=O)C(=O)Nc1sc(C(=O)N2CCOCC2)c(C)c1C#N
    -1% | -6% | -7% | -1% | 32% | 3% | -2% | 29% | -31
CCOc1ccc2oc(C(=O)OCC(=O)NCC3CCCO3)c(C)c2c1 (stereo not given)
    . | . | 3% | -7% | . | -19% | -25% | 57%[activator] | -2
COc1ccc(/C=C(/C(=O)NCc2ccccc2)c2ccccc2)cc1
    -16% | -18% | -8% | -9% | -1% | -8% | 2% | -19% | 0
COc1ccc2cc(-c3ccccc3F)ncc2c1
    . | . | -13% | 0% | . | -2% | 10% | 1% | .
CC(=O)c1c(C)[nH]c(C(=O)CSc2nc3ccc(C)cc3[nH]2)c1C
    -10% | -1% | -5% | -9% | -4% | ? | -9% | 7% | ?
CC1CN(S(=O)(=O)c2ccc(C(=O)Nc3ccc(S(=O)(=O)Nc4nccs4)cc3)cc2)CC(C)O1 (stereo not given)
    -3% | -6% | -5% | -4% | -16% | -20% | -11% | 39% | -9
C=Cc1ccc(Cn2c(C)c(CNCc3ccccc3C)c(C(=O)O)c2C)cc1
    2% | 36%[activator] | 14% | -12% | 7% | -10% | . | 38%[activator] | -1
CC[N+](CC)(CCO)CCCN1C(=O)C2CC=C(Cl)CC2C1=O (stereo not given)
    4% | -14% | 1% | -6% | 42% | -10% | 5% | 23% | 7
Cc1ccc(NC(=O)Cn2cc(S(=O)(=O)N3CCCC3)c(S(=O)(=O)N3CCCC3)c2)c(C)c1
    1% | -19% | -8% | -10% | -22% | -21% | . | 26% | -2
CC12CCC=CC1C(c1ccc3ccccc3c1Br)N(Cc1ccccc1)C2=O (stereo not given)
    -10% | -15% | . | 5% | . | . | -4% | 1% | .
C[C@H]1[C@H](C)CC[C@]2(C)CC[C@]3(C)C(=CC[C@@H]4[C@@]5(C)CC[C@@H](O)[C@](C)(C(=O)O)[C@@H]5CC[C@]43C)[C@H]12
    -9% | 2% | . | . | -1% | . | ? | . | .
CCOc1ccc(C(=O)NC(=S)Nc2ccc(NC(=O)c3ccco3)c(C)c2)cc1[N+](=O)[O-]
    -1% | 1% | -5% | -26% | 10% | -8% | 3% | -19% | -2
CC(=O)Nc1ccc(S(=O)(=O)NCCC(=O)N2CCCCC2)cc1
    . | . | -2% | -8% | . | 4% | 6% | 14% | -3
O=C(Cc1cccs1)NCc1ccc2c(c1)OCO2
    -7% | 1% | -2% | -8% | -7% | 7% | -2% | -2% | -2
O=C(N/C(=C/c1cccnc1)C(=O)N1CCOCC1)c1ccccc1F
    -1% | -1% | -9% | -1% | 3% | -17% | 2% | -24%[58.9 µM] | 7
Cn1ncc2c(Nc3ccc4ccccc4c3)ncnc21
    -1% | -19% | 3% | -5% | -3% | -13% | -4% | ? | -1
CCc1ccc(CNC(=O)Cn2nc(-c3ccc(C)cc3)ccc2=O)cc1
    -6%&-6% | 10µM* | -3% | -1%[60.1 µM] | -2%&-22% | -14% | ? | -17% | -5
C[C@H]1C=C(C(=O)N2CCOCC2)O[C@@H](OCc2ccc(CO)cc2)C1
    4% | -2% | -2% | 2% | -4% | 0% | -10% | 43%[activator] | .
C=CCN(C(=O)CCC(=O)Nc1cc(C)on1)C(C(=O)NC(C)(C)C)c1cccc(OC)c1OC (stereo not given)
    -3% | -14% | i | -1% | 1% | 10% | 2% | 8% | -17
OC(CN1CCN(c2ccccc2)CC1)Cn1c2ccccc2c2ccccc21 (stereo not given)
    -8% | -15% | i | -4% | 9% | -12% | 4% | 11% | -8
CNC(=O)c1nn(-c2ccc(C)cc2)ccc1=O
    -2% | -7% | i | -1% | -17% | -19% | -3% | 17% | 2
COc1cccc(CNC(=O)C(=O)Nc2ccc3nc4n(c(=O)c3c2)CCCCC4)c1
    -1% | -8% | -6% | -2% | -20% | -21% | . | 38%[activator] | -7
S=C(NCc1ccc2c(c1)OCO2)Nc1ccc2nsnc2c1
    -19% | ? | 0% | -2% | -10% | -5% | -5% | 94%[activator] | -29
Cc1cc(/C=C2\SC(=O)N(C)C2=O)c(C)n1-c1ccc(O)cc1
    -6% | -23% | -11% | -14% | -1% | -1% | -20% | 46%[activator] | 1
CCOC(=O)C1=C(C)NC(=O)NC1c1ccc(OCC(=O)OC)c(OC)c1 (stereo not given)
    -3% | -6% | 5% | -8% | 11% | -4% | 6% | 5% | 0
Cc1cc(C(=O)CNCc2ccco2)c(C)n1-c1ccc(F)cc1
    2% | -20% | . | -11% | 18% | -13% | 0% | -4% | 5
NC(=O)c1ccc(NC(=O)CS(=O)(=O)c2cn(CC(=O)N3CCCCC3)c3ccccc23)cc1
    -3% | -7% | -3% | -16% | 46% | 5% | 41% | 18% | 6
COc1ccc(S(=O)(=O)N(C)CC(=O)N2CCN(Cc3ccccc3)CC2)cc1C
    0% | -9% | 4% | -3% | 46% | -7% | 9% | -3%[58.9 µM] | -16
COCc1nc2ccccc2n1Cc1ccc(Br)cc1
    -9% | -13% | 4% | -11% | -17% | -6% | -4% | 7% | -39
Cc1ccc(-c2cc3nc(C)cc(C)n3n2)cc1
    3% | -6% | -1% | -1% | -18% | -9% | 2% | 13% | -28
CCCCCCC/C(C)=N/NC(=O)CC(=O)NCCc1ccccc1
    0% | ? | -8% | -8% | 44% | 7% | 2% | 9% | -2
CCCc1cc(=O)[nH]c(Nc2ccc(C)c(O)c2)n1
    -14% | 3% | i | -3% | 0% | -15% | . | 26% | -8
COc1ccccc1OCCNC(=O)C(CCSC)NC(=O)COc1ccccc1 (stereo not given)
    . | . | -7% | 3% | . | -18% | -4% | 17% | 8
C/C(=N\NC(=O)NC1CCCCC1)C1CCCCC1
    0% | -7% | -3% | -14% | 2% | -5% | 2% | -20% | 5
CC(C)NC(=O)c1ccc(-c2ccccc2C(F)(F)F)o1
    1% | -16% | -10% | -10% | -12% | -3% | -1% | 19% | -2
OCCC1CN(Cc2cccc3c2OCO3)CCN1C1CCCCC1 (stereo not given)
    -1% | -6% | . | -6% | 14% | 3% | 7% | ? | 3
COc1ccc(CC(=O)Nc2sc3c(c2C(N)=O)CCCC3)cc1
    -2% | 3% | -1% | -6% | 33% | -12% | -9% | 46% | -3

# Screens: PubChem BioAssay, National Center for Advancing Translational Sciences (NCATS)

# A portion of the library; the hit share may differ from the screen's.
